High-throughput results as filed in PubChem.
PMI inhibitors: inhibitors of human PMI, primary screen, biochemical, fluorescence intensity, coupled assay (AID 1209). actives 0.42% (n = 190,000). purified PMI enzyme, coupled fluorescence intensity; higher % means a stronger effect. inhibition, % at 20 µM, or IC50 in µM where a hit was titrated;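 also: plate controls were DMSO vehicle for no effect and wells lacking substrate for full effect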
Ins promoter up: insulin promoter activators in MIN6 cells, imaging, high-content screening, mouse beta cells; actives 0.3% (n = 190,000); z-score at 5 µM; MIN6 insulin promoter-GFP reporter; active compounds read high;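 active = z-score above 3 at 5 µM with at least 500 cells counted in the well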
b-catenin transl: modulators of beta-catenin nuclear translocation, primary screen, imaging, HeLa cells, immunofluorescence, high-content | actives 0.3% (n = 190,000) | nuclear translocation activity, % at 5 µM;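 active = nuclear translocation activity above 50% at 5 µM, with a well cell count of 50 or more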;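 also: per-cell ratio of nuclear to cytoplasmic median beta-catenin stain intensity; plate controls were DMSO negative control for no effect and GSK-3 inhibitor IX positive control for full effect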
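Read-out: Nuclear/cytoplasmic beta-catenin signal ratio, % activation | Assay system: Human HeLa cell line | Times: 24 h compound exposure at 37°C, 5% CO2 | Signal: Fluorescence imaging of beta-catenin antibody stain plus DAPI | Dosing: 5 µM primary, 0.02–20 µM confirmation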
Autophagy mod: autophagy modulators in MEF cells, primary screen, imaging, high-content, MEF GFP-LC3; actives 0.98% (n = 190,000); calls only at 10 µM (by protocol); MEF GFP-LC3 puncta imaging; test concentration mostly 10 µM;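 active = percentage of spot-positive cells more than 3 SD above its plate mean, without a fluorescence outlier flag or 80% toxicity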;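 also: spot-positive cell cutoff set from DMSO-treated cells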
WT yeast gro inh: growth inhibition of WT strain, primary screen, mitochondrial fusion inhibitor project, WT and mutant strains, chemical genetic; mitochondrial fusion phenotypic screen; inhibition, % at 10 µM; actives 2.1% (n = 190,000); in the data active = inhibition above about 58%; tested in S. cerevisiae
human PMI inhibitors: human PMI inhibitors, high substrate, primary screen, biochemical, fluorescence intensity, high mannose 6-phosphate (AID 1220). actives 0.66% (n = 190,000). Mannose-6-phosphate isomerase (Homo sapiens). recombinant PMI enzyme, coupled fluorescence intensity; higher % means a stronger effect. inhibition, % at 20 µM; hits with a dose series show IC50 in µM
MT stabilize HCS: microtubule stabilizers in HeLa cells, primary screen, imaging, high-content imaging; HeLa tubulin immunostaining HCS, 24 h; share of cells brighter than vehicle mean+2SD; % tubulin-high responders, % at 10 µM; actives 0.83% (n = 200,000);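 active = plate Z-score above 3 for both tubulin-high and condensed-nucleus cell shares, with cell loss under 80%, at 10 µM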;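 also: anti alpha tubulin signal scored within the nucleus-defined area of each cell; some results filed as inactive read as strong as hits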
Dynein transport: inhibitors of GR-EGFP nuclear translocation, primary screen, dynein cargo transport inhibitor project, imaging, high-content, 3617.4 mouse cells; test concentration mostly 20 µM; stimulated with dexamethasone, 1 µM; active compounds read low; actives 0.47% (n = 220,000); AID 1381, 2008; z-score, hits read low;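 active = plate z-score of nuclear minus cytoplasmic receptor signal below a set negative limit, without overly bright fluorescence or cell loss, cut at about -3.5 in these data, passing the limit was not always enough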;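 also: z-score of nuclear minus cytoplasmic ring GR-EGFP intensity difference per well; some compounds called inactive have numbers as strong as hits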
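Medium: Induction medium lacking tetracycline, stripped serum | Probe or stimulus: 1.0 µM final dexamethasone stimulus | Schedule: 48 h induction, then 1 h compound, then 30 min agonist, 37 °C | Signal: Automated 10x imaging of fixed Hoechst-stained cells | Evaluation: Per-cell GR-EGFP intensity, nucleus versus surrounding cytoplasmic ring, well-averaged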
Yfh1-off respiration: enhancers of respiration in Yfh1-depleted yeast, dose response, Friedreich's ataxia, plus single-dose screen (AID 1465) | S. cerevisiae Yfh1-off respiration, WST-1 reduction, 72 h; higher fold induction means a stronger effect | fold induction at 50 µM; hits with a dose series show EC50 in µM | actives 0.074% (n = 220,000);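 active = fold induction of absorbance versus untreated yeast above a set limit, then at least 30% activation at any dose in follow-up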;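 also: activators that raise dye reduction in frataxin-depleted yeast; strong numbers were not always called active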
WT yeast gro inh mutant strain: second read-out of WT yeast gro inh, no call of its own (marks repeat the call); inhibition, %; mitochondrial fusion phenotypic screen, mutant strain inhibition
Dynein transport cytoplasmic EGFP: recorded beside Dynein transport, whose call it bears; z-score; measured here: cytoplasmic GR-EGFP intensity; active compounds read high
Dynein transport nuclear GR-EGFP: recorded beside Dynein transport, whose call it bears; z-score; measured here: nuclear GR-EGFP intensity;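 lower value marks the stronger effect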
Dynein transport cell count: also measured in Dynein transport; calls as there; z-score; measured here: cell count per field
Ins promoter up cell count: second read-out of Ins promoter up, no call of its own (marks repeat the call); cell count; measured here: cytotoxicity, nuclei count;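 total cells summed across four imaged fields per well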
b-catenin transl cell count 5 µM: recorded beside b-catenin transl, whose call it bears; cell count; measured here: cell count, cytotoxicity flag
MT stabilize HCS Hoechst-high %: recorded beside MT stabilize HCS, whose call it bears; % Hoechst-high responders; measured here: nuclear condensation Hoechst responders;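 share of cells brighter than vehicle mean plus two SD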
MT stabilize HCS cytotoxicity %: second read-out of MT stabilize HCS, no call of its own (marks repeat the call); toxicity, %; measured here: cytotoxicity by cell density;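 0% = mean cell density of plate MIN control wells and 100% = no cells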
Autophagy mod cell loss 18 h: recorded beside Autophagy mod, whose call it bears; toxicity, %; measured here: cell loss, nuclei count;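 cell loss after 18 h compound exposure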
* marks the source's active call; other numbers are inactive results; i = inactive; / = no result given. Rule as the data show it, unless noted: active = inhibition above about 50%; inactive = the rest.

SMILES | PMI inhibitors | Ins promoter up | Ins promoter up cell count | b-catenin transl | b-catenin transl cell count 5 µM | Autophagy mod | Autophagy mod cell loss 18 h | WT yeast gro inh | WT yeast gro inh mutant strain | human PMI inhibitors | MT stabilize HCS | MT stabilize HCS Hoechst-high % | MT stabilize HCS cytotoxicity % | Dynein transport | Dynein transport cytoplasmic EGFP | Dynein transport nuclear GR-EGFP | Dynein transport cell count | Yfh1-off respiration
CCOP(=O)(OCC)C(Nc1cccc(C(F)(F)F)c1)c1ccc(Br)cc1 (stereo unspecified) | 20% | -0.69 | 1510 | -0.2 | 1117 | i | -9 | 80* | -2.2* | 14% | 2.3 | 3.3 | 6.3 | -0.25 | -0.26 | 0.064 | -0.71 | i
CCOC(=O)N1CCN(C(=O)c2cnc(Nc3ccccc3OC)c3ccccc23)CC1 | 6% | 0.82 | 1207 | 1.2 | 1044 | i | 1 | 17 | 5 | 0% | 4.1 | 1.4 | 6.0 | 1.6 | -0.19 | 1.1 | 0.069 | i
Cc1cc(C)n(C(C[N+](=O)[O-])c2ccc(Cl)cc2)n1 (stereo unspecified) | -2% | -0.37 | 776 | 1.7 | 1056 | i | -2 | 48 | 56 | -7% | 1.8 | 0.9 | 11 | -5.6* | 2* | -2.1* | 0.78* | i
C=CC(=O)NCCCc1cc(C(C)(C)C)c(O)c(C(C)(C)C)c1 | 13% | -0.36 | 1253 | 0.9 | 1086 | i | 12 | 16 | 11 | 0% | 2.0 | 2.6 | 8.0 | -1.1 | -0.21 | -0.69 | 0.16 | i
COc1ccccc1C(=O)O/N=C(\N)c1ccccn1 | / | 0.38 | 1007 | 0.0 | 1265 | / | / | / | / | / | / | / | / | -0.13 | -0.21 | 0.054 | 0.066 | i
Cc1sc2ncnc(N3CCN(C(=O)c4ccco4)CC3)c2c1C | -5% | / | / | 0.9 | 1528 | i | -4 | 3 | 4 | -9% | 1.5 | 1.4 | 1.0 | 1 | -0.16 | 0.59 | -1.2 | i
Cc1ccc(CCN2CC(C(=O)NCCCN3CCOCC3)CC2=O)cc1 (stereo unspecified) | 6% | 0.24 | 1574 | -6.4 | 1072 | i | -43 | 13 | 12 | 5% | 3.6 | 1.8 | 5.2 | 1.3 | -0.33 | 0.38 | 0.56 | i
Cc1cccc(C(C)(C)C)c1OCCOCCN1CCCC1 | -7% | 0.45 | 1439 | -6.6 | 568 | i | -10 | -1 | 6 | -6% | 2.8 | 1.8 | 1.6 | -0.28 | -0.27 | -0.0039 | 0.57 | i
O=[N+]([O-])c1cc(C(F)(F)F)c(Cl)cc1N1CCN(CCO)CC1 | 20% | 0.67 | 1473 | 0.1 | 1058 | i | 14 | 4 | 0 | 14% | 2.7 | 1.7 | 5.2 | -0.96 | -0.17 | -0.56 | 0.33 | i
N#CC1=C(N)Oc2n[nH]c(-c3cccs3)c2C1c1ccsc1 (stereo unspecified) | 50% | 0.47 | 1274 | / | / | i | -3 | 24 | 20 | 42% | 6.7 | 1.8 | 7.4 | 0.99 | -0.19 | 0.41 | -0.73 | i
CCN(C(=O)c1cc2c(=O)[nH]c3ccc(C)cc3c2s1)c1ccc(F)cc1 | / | -0.76 | 1022 | 1.4 | 1316 | / | / | / | / | / | / | / | / | -0.86 | -0.2 | -0.022 | 1.3 | i
Cc1nnc(Sc2c(N)n(C)c(=O)n(C)c2=O)s1 | 0% | / | / | 2.4 | 1108 | i | 1 | 4 | 7 | -2% | 2.7 | 1.4 | 8.9 | 1.1 | 0.1 | 1 | -0.74 | i
N#CC1=C(N)SC2(CCCCC2)SC1c1ccccc1 (stereo unspecified) | -3% | -0.88 | 1249 | -0.4 | 1343 | i | 10 | -9 | -8 | -6% | 1.3 | 1.3 | 8.5 | -0.79 | -0.17 | -0.46 | 0.66 | i
COC(=O)C1CCN(C(=O)Nc2ccccc2)CC1 | -7% | 0.25 | 1367 | -0.2 | 1498 | i | 8 | -12 | 2 | 6% | 2.1 | 2.3 | 5.8 | 0.11 | -0.33 | 0.5 | 0.46 | i
Cc1ccc(S(=O)(=O)N[C@H](C(=O)OCn2nnc3ccccc3c2=O)C(C)C)cc1 | -2% | 0.6 | 958 | / | / | i | 6 | 0 | 12 | -8% | 2.3 | 1.4 | 6.2 | 0.85 | -0.27 | 0.67 | -0.82 | i
C=CCc1ccc(OCCCOc2ccc(C)c(C)c2)c(OC)c1 | 5% | 0.28 | 895 | / | / | i | 0 | 7 | 9 | -1% | 1.2 | 1.1 | 1.3 | -1.2 | -0.029 | -0.44 | 0.79 | i
CCCN(CC(=O)c1cc(C)n(C)c1C)S(=O)(=O)c1cccc(C(F)(F)F)c1 | 7% | -1.8 | 920 | -2.5 | 924 | i | 11 | 15 | -8 | 2% | 7.2 | 2.8 | 11 | -0.34 | -0.16 | 0.24 | -0.32 | i
CCOc1cccc(-c2cc(C(=O)NN)[nH]n2)c1 | -2% | 0.07 | 1496 | -0.4 | 1521 | i | 15 | -1 | 2 | 3% | 2.1 | 1.7 | 7.7 | -0.51 | -0.18 | 0.11 | -0.02 | i
C=CCSc1nnc2c(n1)[nH]c1c(C)cccc12 | 14% | 0.26 | 981 | 1.3 | 1158 | i | 18 | 25 | 25 | 18% | 5.1 | 2.9 | 5.9 | -0.22 | -0.29 | -0.33 | -1.1 | i
CC(=O)N1c2ccccc2C(=O)OC1c1cccnc1 (stereo unspecified) | 3% | 1.1 | 1416 | 0.0 | 857 | i | 2 | 1 | 24 | 1% | 3.9 | 2.7 | 5.8 | 0.19 | -0.18 | 0.38 | -0.47 | i
O=C(CCc1nc2ccccc2[nH]1)Nc1ccccc1 | 5% | 0.59 | 1304 | -0.4 | 1013 | i | -10 | 4 | 16 | 5% | 3.3 | 2.9 | 1.8 | -0.4 | -0.1 | 0.25 | 0.17 | i
Cc1cccnc1CN1CCN(Cc2nc(C(c3ccccc3)c3ccccc3)no2)CC1 | 6% | 0.96 | 1510 | -0.6 | 1017 | i | 4 | 16 | 20 | 9% | 2.8 | 1.4 | 4.8 | -0.49 | -0.19 | -0.42 | 0.04 | i
COc1ccccc1-c1nc(C(F)(F)F)c(OC)o1 | -3% | / | / | -1.6 | 1092 | i | -15 | 9 | -12 | -3% | 2.5 | 1.7 | 4.9 | 0.1 | -0.25 | 0.1 | -0.3 | i
COc1cccc(CN2CCN(Cc3cc4ccccc4[nH]3)CC2CCO)c1 (stereo unspecified) | / | 0.51 | 1071 | 0.5 | 1312 | / | / | / | / | / | / | / | / | 0.66 | -0.18 | 0.2 | -0.068 | i
COCCCn1c(SCc2ccc(OC)cc2)nc2cc(OC)c(OC)cc2c1=N | 12% | / | / | / | / | i | -5 | -1 | 5 | 5% | 1.7 | 1.2 | 6.0 | -0.47 | -0.2 | -0.56 | 0.23 | i
COc1ccc(C2C3=C(CC(C)(C)CC3=O)Nc3c2c(=O)[nH]c(=O)n3Cc2ccccc2)cc1OC (stereo unspecified) | 6% | 0.21 | 1860 | -0.3 | 996 | i | 5 | 0 | 4 | -6% | 2.7 | 2.1 | 20 | -0.0023 | -0.26 | -0.049 | 1.3 | i
O=C(Cn1ccc([N+](=O)[O-])n1)c1ccccc1 | 9% | 0.19 | 1262 | -0.3 | 933 | i | 46 | -4 | -10 | 6% | 1.6 | 2.7 | 5.9 | -1.1 | -0.21 | -0.8 | 0.57 | i
Cc1cccc(C(=O)Nc2ncc(CN3CCOCC3)s2)c1 | 5% | -0.44 | 1274 | 2.5 | 1091 | i | -7 | 19 | 8 | -7% | 2.5 | 3.1 | 5.9 | -0.5 | -0.23 | -0.27 | 0.18 | i
COc1ccc(N2CCN(Cc3nc(Cc4cccc(F)c4)no3)C(C)C2)cc1 (stereo unspecified) | 18% | 0.09 | 1365 | -0.4 | 959 | i | -29 | 48 | 25 | 14% | 4.4 | 2.2 | 5.3 | -0.57 | -0.26 | -0.47 | 0.65 | i
Cc1ccc(N2CCN(c3ccc(C)cc3)C2c2ccncc2)cc1 | 11% | 0.01 | 1084 | 0.4 | 744 | i | -12 | -15 | 10 | 2% | 4.7 | 2.2 | 9.5 | 2.5 | -0.16 | 2 | -2 | i

Another view of part of the listing above:
CCOc1cccc(-c2cc(C(=O)NN)[nH]n2)c1
  PMI inhibitors: -2%; Ins promoter up: 0.07; Ins promoter up cell count: 1496; b-catenin transl: -0.4; b-catenin transl cell count 5 µM: 1521; Autophagy mod: i; Autophagy mod cell loss 18 h: 15; WT yeast gro inh: -1; WT yeast gro inh mutant strain: 2; human PMI inhibitors: 3%; MT stabilize HCS: 2.1; MT stabilize HCS Hoechst-high %: 1.7; MT stabilize HCS cytotoxicity %: 7.7; Dynein transport: -0.51; Dynein transport cytoplasmic EGFP: -0.18; Dynein transport nuclear GR-EGFP: 0.11; Dynein transport cell count: -0.02; Yfh1-off respiration: i

O=[N+]([O-])c1cc(C(F)(F)F)c(Cl)cc1N1CCN(CCO)CC1
  PMI inhibitors: 20%; Ins promoter up: 0.67; Ins promoter up cell count: 1473; b-catenin transl: 0.1; b-catenin transl cell count 5 µM: 1058; Autophagy mod: i; Autophagy mod cell loss 18 h: 14; WT yeast gro inh: 4; WT yeast gro inh mutant strain: 0; human PMI inhibitors: 14%; MT stabilize HCS: 2.7; MT stabilize HCS Hoechst-high %: 1.7; MT stabilize HCS cytotoxicity %: 5.2; Dynein transport: -0.96; Dynein transport cytoplasmic EGFP: -0.17; Dynein transport nuclear GR-EGFP: -0.56; Dynein transport cell count: 0.33; Yfh1-off respiration: i
